hIAP block – blocks human intestinal alkaline phosphatase; P09923; inhibition, % at 10 µM; actives 0.12% (n = 330,000); purified IAP, CDP-Star luminescence, 30 min;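 active means inhibition reaching a set limit with compound at 10 µM in the primary screen, cut at about 35% in these data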;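 further: plate controls were DMSO wells with enzyme for no effect and no-enzyme buffer wells for full effect; values of inactives mirror those of a sister screen read the other way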
mIAP act – increases mouse intestinal alkaline phosphatase activity. activation factor at 10 µM. muIAP, CDP-Star luminescence, 30 min; hits give high values; 1 = vehicle-only enzyme signal, 0 = enzyme-free wells. actives 0.24% (n = 330,000);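 active means activation factor of at least 2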; further: the source names both 10 and 20 µM as test concentration; values of inactives mirror those of a sister screen read the other way
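also added = chemiluminescent substrate CDP-Star | test system = mouse IAP enzyme | signal = chemiluminescence readout | compound = DMSO-dissolved test compounds | incubation = 30 min at room temperature | benchmarks = DMSO wells, no-enzyme wells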
ATG4B inh – inhibitors of human ATG4B cysteine protease | ATG4B cleavage of LC3-PLA2, NBD-HPC fluorescence, 1 h | actives 0.51% (n = 340,000) | AID 504462 | inhibition, % at 8.33 µM; in the data active means inhibition above about 40%
Target sequence (Q9Y4P1 whole entry, looked up): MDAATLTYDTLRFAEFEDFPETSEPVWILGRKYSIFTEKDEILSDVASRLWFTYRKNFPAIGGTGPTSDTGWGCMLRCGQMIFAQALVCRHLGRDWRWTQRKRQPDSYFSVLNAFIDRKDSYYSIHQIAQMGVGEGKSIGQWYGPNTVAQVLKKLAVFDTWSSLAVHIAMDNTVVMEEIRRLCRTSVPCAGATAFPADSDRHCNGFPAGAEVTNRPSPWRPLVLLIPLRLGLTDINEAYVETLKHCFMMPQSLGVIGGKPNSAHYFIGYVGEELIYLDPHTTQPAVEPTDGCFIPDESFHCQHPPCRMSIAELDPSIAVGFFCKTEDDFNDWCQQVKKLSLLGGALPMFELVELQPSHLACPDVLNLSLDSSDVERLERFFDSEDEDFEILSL
mIAP block – mouse IAP inhibition; purified mouse IAP, CDP-Star luminescence, 30 min; inhibition, % at 10 µM; actives 0.2% (n = 330,000); AID 2806;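 active means inhibition of at least 40% at 10 µM in the primary screen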;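 further: plate controls were DMSO with enzyme for no effect and no enzyme wells for full effect; values of inactives mirror those of a sister screen read the other way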
hIAP activ – human IAP activation | purified human IAP, CDP-Star luminescence, 30 min; hits give high values; 1 = vehicle-only enzyme, 0 = enzyme-free background | activation factor at 10 µM | actives 0.16% (n = 330,000) | AID 2524;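 active means activation factor of the enzyme at least 2-fold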; further: the source names both 10 and 20 µM as test concentration; values of inactives mirror those of a sister screen read the other way
HKDC1 inh – blocks human hexokinase HKDC1 activity | Q2TB90 | actives 0.16% (n = 340,000) | recombinant HKDC1, G6PDH/diaphorase resazurin coupled fluorescence | inhibition, % at 20 µM | AID 493160;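 active means inhibition above about 35% when tested at 20 µM, limit read from the data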;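 further: plate controls were DMSO wells with enzyme for no effect and DMSO wells lacking enzyme for full effect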
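Material: recombinant HKDC1 hexokinase; Amount: HKDC1 at 5 µg/mL; Medium: Tris pH 8.0 buffer with MgCl2, Tween-20, BSA, BME; Schedule: 90 min reaction incubation at room temperature, dark; Technique: coupled resazurin fluorescence, excitation 525 nm, emission 613 nm.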
PfG6PD inh – PfG6PD (Plasmodium falciparum) enzyme inhibition; PfGluPho enzyme, NADPH resazurin-diaphorase fluorescence; inhibition, % at 20 µM; actives 0.78% (n = 350,000);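 active means inhibition reaching at least a set limit at 20 µM in the primary screen, cut at about 59% in these data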;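 further: 0% = DMSO wells with substrate and 100% = DMSO wells lacking glucose-6-phosphate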
A3A deaminase – blocks human APOBEC3A ssDNA deamination. inhibition, % at 20 µM. AID 493011. actives 0.41% (n = 330,000). recombinant A3A, FAM/TAMRA ssDNA deamination fluorescence. P31941;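 active means at least 40% inhibition at 20 µM here, with at most 30% in a related deaminase screen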;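 further: plate controls were A3A with DMSO for no effect and wells lacking A3A enzyme for full effect; some results filed as inactive read as strong as hits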
Target sequence (P31941 whole entry, looked up): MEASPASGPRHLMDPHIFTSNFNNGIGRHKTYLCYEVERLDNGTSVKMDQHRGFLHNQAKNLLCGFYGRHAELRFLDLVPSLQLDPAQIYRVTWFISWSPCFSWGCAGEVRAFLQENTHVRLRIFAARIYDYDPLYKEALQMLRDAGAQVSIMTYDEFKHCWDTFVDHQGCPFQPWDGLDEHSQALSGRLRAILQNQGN
An asterisk follows results filed as active; · = not tested or not shown; & = joins results of further samples.

SMILES | hIAP block | mIAP act | ATG4B inh | mIAP block | hIAP activ | HKDC1 inh | PfG6PD inh | A3A deaminase
CCCCn1cnc2c(sc3nc4c(cc32)CSC(C)(C)C4)c1=O | 8 | 0.82 | 2 | 18 | 0.92 | 2 | 2 | -8
CCOc1cc(Cl)c(CNCCCN2CCOCC2)cc1OC | -4 | 1 | -1 | -4 | 1 | -4 | 1 | -3
COc1ccc(NC(=O)CN(C)C(=O)CSc2nc3ccccc3s2)cc1 | 0 | 1 | -5 | -4 | 1 | -1 | 10 | 14
C/C(=N\NC(N)=O)c1cc(Cl)cc(Cl)c1O | 3 | 0.94 | -3 | 6 | 0.97 | -3 | -3 | -1
COC(=O)Nc1ccc2ncn(C)c(=O)c2c1 | 20 | 0.86 | -10 | 14 | 0.81 | 0 | 8 | 0
Cc1nn(-c2ccc(F)cc2)c(C)c1CN1CCN(CCc2ccccc2)C(CCO)C1 (stereo not given) | -8 | 1 | 2 | 0 | 1.1 | -8 | 2 | 0
O=[N+]([O-])c1ccc(N2N=C(c3ccccc3)CC2c2ccccc2O)cc1 (stereo not given) | 38* | 0.81 | · | 19 | 0.62 | · | · | -1
CCOc1ccc(S(=O)(=O)NCc2ccc(F)cc2)c2cccnc12 | 16 | 1 | -16 | 0 | 0.84 | 4 | -10 | -2
Cc1ccccc1Cn1c(=O)n(CCCC(=O)NCc2ccco2)c(=O)c2ccccc21 | 14 | 1 | -4 | -2 | 0.86 | -2 | -5 | 3
CCCc1ccc2oc(C(=O)N3CCN(CCC(N)=O)CC3)c(C)c2c1 | -17 | 1 | 15 | -5 | 1.2 | -3 | -1 | -1
CCOc1ccccc1-n1c(=S)sc2c(=O)n(-c3ccc(C)cc3)c(=S)[nH]c21 | 11 | 1 | 0 | -1 | 0.89 | -1 | 98* | -9
COCCN1C(=O)C(CC(=O)Nc2ccc(C(=O)O)cc2)SC1=Nc1ccccc1 (stereo not given) | -5 | 0.97 | -1 | 2 | 1 | -5 | 2 | -7
Cc1cccc(NC(=O)C2C3C=CC(C4CC34)C2C(=O)O)c1 (stereo not given) | -15 | 0.98 | 3 | 2 | 1.1 | -7 | -1 | 4
CCc1c(C)sc(NC(=O)c2ccc(Br)o2)c1C(=O)OC | 13 | 0.97 | 11 | 3 | 0.87 | 1 | 7 | 1
O=C(NC1(C(F)(F)F)C(=O)Nc2c1c(=O)[nH]c(=O)n2-c1ccccc1)c1ccncc1 (stereo not given) | -12 | 1.1 | -4 | -6 | 1.1 | -2 | -1 | 0
N#Cc1ccccc1COC(=O)c1ccc2c(c1)OCCO2 | -15 | 0.91 | 8 | 9 | 1.2 | -1 | -30 | -2
CCN(CC(=O)Nc1ccccc1C(F)(F)F)C(=O)c1cc2c(s1)CCCCC2 | -16 | 1 | 4 | -3 | 1.2 | -1 | 4 | 4
COc1ccc(OC)c(-c2cc(C(=O)NC3CCCC3)c3ccccc3n2)c1 | 2 | 1.1 | 4 | -6 | 0.98 | -7 | -9 | 2
CCC(C)c1ccc(OCC(=O)O)cc1 (stereo not given) | -9 | 0.87 | -7 | 13 | 1.1 | -3 | -4 | -5
COc1ccc(NC(=O)CC2(CC(=O)O)CCCC2)cc1 | -14 | 1.1 | 6 | -8 | 1.1 | 8 | -7 | -1
COCc1cc(CNC(=O)C2CCC(=O)N(Cc3ccccc3OC)C2)[nH]n1 (stereo not given) | 5 | 0.94 | 2 | 6 | 0.95 | 2 | 4 | -1
COc1ccc(/C=C/C(=O)OCc2csc(-c3ccccc3)n2)cc1OC | 1 | 0.92 | -4 | 8 | 0.99 | 3 | 5 | 3
CCCn1c(N)c(C(=O)CSc2ncc(C(F)(F)F)cc2Cl)c(=O)[nH]c1=O | -13 | 1 | -5 | -5 | 1.1 | -4 | 2 | 0
Cc1nnc2n1N=C(c1ccc(F)cc1F)CS2 | 6 | 1 | -3 | 0 | 0.94 | -5 | 7 | -6
COc1ccc(C(C)=O)cc1COC(=O)c1ccc2c(c1)OCO2 | 1 | 1 | -11 | -3 | 0.99 | -5 | 2 | -2
COc1ccc(C(=O)N[C@H]2COC(C)(C)O[C@H]2c2ccccc2)cc1 | -1 | 1.1 | -7 | -6 | 1 | 1 | -12 | 0
CCCCN1C(=O)C(=O)c2cc(Cl)ccc21 | 21 | 0.89 | 2 | 11 | 0.79 | 19 | 14 | -2
COc1ccc2c(C)cc(SCC(=O)Nc3nsc(-c4ccc(C)cc4)n3)nc2c1 | 0 | 0.82 | -4 | 18 | 1 | 9 | -3 | -2
C1CN=C(NC23CC4CC(CC(C4)C2)C3)C1 | -10 | 0.97 | -5 | 3 | 1.1 | -14 | 9 | -2
COCC(=O)N1CCC(n2nnc3cc(C(F)(F)F)ccc32)CC1 | -11 | 1 | -1 | -2 | 1.1 | -10 | 3 | 1
COCCNC(=S)N/N=C/c1ccccc1C(=O)O | 3 | 0.98 | -7 | 2 | 0.97 | -5 | -7 | -2
Cc1c(NC(=O)CCCN2C(=O)c3cccc4cccc(c34)C2=O)c(=O)n(-c2ccccc2)n1C | 4 | 0.9 | 4 | 10 | 0.96 | -1 | -10 | 12
COc1ccc(C(=O)N=S2CCN(C(=O)c3ccc(Cl)cc3)CC2)cc1 | -8 | 1.1 | -1 | -8 | 1.1 | 0 | 2 | 0
CCn1c(C)c(P(=O)(N2CCOCC2)N2CCOCC2)c2ccccc21 | -2 | 1.1 | 8 | -11 | 1 | -5 | -4 | 6
CCCCNC(=O)NC1CCCC1 | 21 | 1 | 15 | -4 | 0.79 | -14 | -1 | -2
COc1ccccc1/C=C1\SC(N2CCC(C)CC2)=NC1=O | -14 | 1 | 18 | -5 | 1.1 | -4 | 10 | 2
CC(=O)Oc1ccc(N(C(C)=O)S(=O)(=O)c2ccc(C)cc2)c2ccccc12 | -6 | 0.97 | -8 | 3 | 1.1 | 4 | 8 | -2
O=C(Nc1cccnc1)C1CCN(S(=O)(=O)c2cccc3nonc23)CC1 | -1 | 0.99 | -5 | 1 | 1 | -6 | -13 | -1
CCOC(=O)N1CCN(CC(=O)Nc2ccc(F)cc2F)CC1 | 12 | 0.94 | 4 | 6 | 0.88 | 17 | -17 | -2
CCCN1C(=O)/C(=c2\sc3nc(=O)c(Cc4ccc(C)cc4)nn3c2=O)c2ccccc21 | 14 | 0.82 | -15 | 18 | 0.86 | 9 | 34 | -4

A different layout for part of the listing above:
hIAP block	mIAP act	ATG4B inh	mIAP block	hIAP activ	HKDC1 inh	PfG6PD inh	A3A deaminase	Molecule
-10	0.97	-5	3	1.1	-14	9	-2	C1CN=C(NC23CC4CC(CC(C4)C2)C3)C1
-11	1	-1	-2	1.1	-10	3	1	COCC(=O)N1CCC(n2nnc3cc(C(F)(F)F)ccc32)CC1
3	0.98	-7	2	0.97	-5	-7	-2	COCCNC(=S)N/N=C/c1ccccc1C(=O)O
4	0.9	4	10	0.96	-1	-10	12	Cc1c(NC(=O)CCCN2C(=O)c3cccc4cccc(c34)C2=O)c(=O)n(-c2ccccc2)n1C
-8	1.1	-1	-8	1.1	0	2	0	COc1ccc(C(=O)N=S2CCN(C(=O)c3ccc(Cl)cc3)CC2)cc1
-2	1.1	8	-11	1	-5	-4	6	CCn1c(C)c(P(=O)(N2CCOCC2)N2CCOCC2)c2ccccc21
21	1	15	-4	0.79	-14	-1	-2	CCCCNC(=O)NC1CCCC1
-14	1	18	-5	1.1	-4	10	2	COc1ccccc1/C=C1\SC(N2CCC(C)CC2)=NC1=O
-6	0.97	-8	3	1.1	4	8	-2	CC(=O)Oc1ccc(N(C(C)=O)S(=O)(=O)c2ccc(C)cc2)c2ccccc12
-1	0.99	-5	1	1	-6	-13	-1	O=C(Nc1cccnc1)C1CCN(S(=O)(=O)c2cccc3nonc23)CC1

Carrying on:
SMILES | hIAP block | mIAP act | ATG4B inh | mIAP block | hIAP activ | HKDC1 inh | PfG6PD inh | A3A deaminase
c1ccc(-c2cc3c(nn2)CCc2nonc2-3)cc1 | -22 | 1.1 | 2 | -9 | 1.2 | 2 | -7 | -3
NNC(=O)Cn1c(-c2ccccn2)nc2ccccc21 | 1 | 0.9 | -2 | 10 | 0.99 | -1 | 9 | 0
CCCN1CCN(S(=O)(=O)c2cc3c(cc2C)NC(=O)CO3)CC1 | 5 | 1.2 | -14 | -16 | 0.95 | -3 | -2 | -2
CC(=O)N1CCc2cc(S(=O)(=O)NCCCOC(C)C)ccc21 | 0 | 1 | 4 | -4 | 1 | 2 | -1 | -1
COc1ccccc1-c1sc2ccccc2c1-c1ccccc1OC | 0 | 0.94 | -4 | 6 | 0.99 | 3 | 9 | -1
CN(C)CCCNCCCNC(=O)c1ccco1 | 23 | 0.97 | 2&1 | 3 | 0.77 | -6&0 | 10&-5 | -3
O=C(NCC(O)CN1CCOCC1)c1ccc([N+](=O)[O-])cc1 (stereo not given) | -7 | 1.1 | -7 | -7 | 1.1 | -9 | -2 | 1
O=C(O)C1CCN(C(=O)c2cc(F)cc3c2OCOC3)CC1 | -13 | 1.1 | 8 | -7 | 1.1 | -7 | -6 | 1
CN(Cc1nc(-c2ccccn2)no1)S(=O)(=O)c1ccc(Br)cc1 | -4 | 1 | 2 | 0 | 1 | -7 | 7 | 0
CC1(C)Cc2c(c(=S)nc(-c3ccccc3)n2CCCN2CCOCC2)CO1 | -6 | 0.94 | 9 | 6 | 1.1 | -6 | 8 | -4
CC(=O)c1sc(NC(=O)c2ccc(F)c(S(=O)(=O)N3CCOCC3)c2)nc1C | 3 | 1 | -3 | -4 | 0.97 | -3 | -8 | -2
Cc1ccc(-c2nnc(SCC(=O)NNC(=O)COc3cccc4ccccc34)n2C)cc1 | 10 | 1.2 | · | -15 | 0.9 | · | · | -5
CCCn1c(NC(=O)c2ccccc2)nc2ccccc21 | -18 | 1.1 | 20 | -6 | 1.2 | -9 | 22 | 2
Cc1nnc(SCC(=O)c2ccc([N+](=O)[O-])cc2)s1 | 8 | 0.9 | -5 | 10 | 0.92 | -8 | 9 | 1
COc1cccc(/C=N/NC(=O)CCC(=O)Nc2ccc(Br)cc2)c1 | 12 | 1.1 | -12 | -8 | 0.88 | -1 | -1 | -7
COc1ccc(CNC(=O)COc2ccc(S(=O)(=O)N3CCCCC3)cc2)cc1 | -4 | 1.1 | -1 | -13 | 1 | -3 | -4 | -3
CN1/C(=C\C(=O)C(F)F)C(C)(C)c2ccccc21 | -6 | 0.96 | 3 | 4 | 1.1 | -2 | -2 | -4
Cc1noc(/C=C/N(C)C)c1S(=O)(=O)N1CCCC(C(=O)NCc2ccccc2Cl)C1 (stereo not given) | -4 | 0.94 | 15 | 6 | 1 | -8 | -18 | -4
CCCC(=O)N(c1ccc(OCC)cc1)C1C=CS(=O)(=O)C1 (stereo not given) | -11 | 1 | 4 | -2 | 1.1 | -9 | 2 | -3
CCc1c(C#N)c(N)nc(SCC(=O)OCc2ccccc2)c1C#N | 8 | 0.93 | -3 | 7 | 0.92 | 2 | -4 | -1
